TAAR1 antagonist: antagonists of human TAAR1; CHO RD-HGA16 TAAR1, Fluo-8 calcium fluorescence, antagonist; inhibition, % at 3 µM; 360,000 compounds, 1.5% hits; AID 624466;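 active = inhibition above a per-plate cutoff, the mean inhibition of test compounds on that plate plus 3 SD, cut at about 49% in these data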;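 note: 0% = DMSO plus EC80 beta-PEA response and 100% = DMSO alone without agonist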
Target sequence (Q96RJ0 whole entry, looked up): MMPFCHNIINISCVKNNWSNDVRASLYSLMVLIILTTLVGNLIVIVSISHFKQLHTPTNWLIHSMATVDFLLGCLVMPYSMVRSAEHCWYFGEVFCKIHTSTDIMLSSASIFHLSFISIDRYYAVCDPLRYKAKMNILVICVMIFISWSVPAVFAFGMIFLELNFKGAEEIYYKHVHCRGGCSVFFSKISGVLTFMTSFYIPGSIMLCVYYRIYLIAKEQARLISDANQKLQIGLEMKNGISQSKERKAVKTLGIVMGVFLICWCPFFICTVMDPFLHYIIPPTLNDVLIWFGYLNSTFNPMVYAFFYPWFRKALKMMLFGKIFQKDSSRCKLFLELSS
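Test system – hTAAR1-expressing CHO RD-HGA16 cells, Gα16-coupled · Reagent – β-PEA at EC80 concentration, post-compound challenge · Compound dosing – 3 µM, single point · Timing – 140 s kinetic read after compound, 140 s after agonist · Detection – Fluo-8 intracellular calcium dye fluorescence, real-time kinetic reads · Control set – DMSO and EC80 PEA controls · Repeats – n of 1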
M5 ag: agonists of human muscarinic M5 receptor (CHRM5); CHO-K1 hM5 cells, Fluo-8 calcium fluorescence; 0% DMSO wells, 100% maximal acetylcholine response; activation, % at 3 µM; 360,000 compounds, 0.19% hits;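 active = activation above the run's mean over test compounds plus 3 SD, cut at about 23% in these data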;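 note: signal is peak over basal fluorescence ratio across the kinetic read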
Target sequence (P08912 whole entry, looked up): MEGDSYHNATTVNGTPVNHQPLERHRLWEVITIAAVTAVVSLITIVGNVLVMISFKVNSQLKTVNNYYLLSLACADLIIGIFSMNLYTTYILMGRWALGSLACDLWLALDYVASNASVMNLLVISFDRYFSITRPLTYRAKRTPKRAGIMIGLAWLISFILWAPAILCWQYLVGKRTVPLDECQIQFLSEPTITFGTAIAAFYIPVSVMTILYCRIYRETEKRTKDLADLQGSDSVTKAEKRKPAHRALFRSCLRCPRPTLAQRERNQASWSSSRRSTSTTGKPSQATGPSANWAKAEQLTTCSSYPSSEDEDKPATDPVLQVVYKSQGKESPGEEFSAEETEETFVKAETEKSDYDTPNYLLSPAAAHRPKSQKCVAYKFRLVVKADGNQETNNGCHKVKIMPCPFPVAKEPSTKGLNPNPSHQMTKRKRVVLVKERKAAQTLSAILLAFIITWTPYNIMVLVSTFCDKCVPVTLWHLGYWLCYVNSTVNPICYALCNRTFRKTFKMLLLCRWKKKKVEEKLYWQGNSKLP
CRFR2-BP ag: CRF-BP/CRF-R2 complex agonism | activation, % at 13.2 µM | 350,000 compounds, 0.46% hits | HEK293 CRF-R2/CRF-BP, calcium dye fluorescence (FLIPR); percent of saturating CRF peptide response | AID 588473;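 active = activation of at least 50%, plus an integration ratio under a set limit after plate pattern correction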;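 note: plate controls were neutral control wells without compound for no effect and CRF at EC100 for full effect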
M1 PAM parental: M1 PAM counterscreen hit in parental CHO-K1 cells | ATP EC20, Fluo-8 calcium fluorescence; 0% at ATP EC20, 100% at ATP max | activation, % at 3 µM | 360,000 compounds, 0.02% hits | AID 602247;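 active = activation above the run cutoff, the mean activation of all test compounds plus 3 SD, cut at about 40% in these data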;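 note: peak over basal fluorescence ratio in a 140 s read after ATP addition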
M5 PAM: potentiates acetylcholine response at human M5 receptor | AID 624038 | 360,000 compounds, 0.3% hits | CHO-K1 hM5, Fluo-8 calcium, ACh EC20 PAM; 0% = ACh EC20, 100% = ACh EC100 | activation, % at 3 µM | P08912;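 active = activation above the run cutoff, the mean activation of all test compounds plus 3 SD, cut at about 18% in these data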
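System: CHO-K1 hM5 cells. Reagent: acetylcholine, EC20 level. Compound dosing: single dose, 3 µM nominal final test concentration. Timing: Post-acetylcholine fluorescence recording 140 s. Detection: Fluo-8 calcium fluorescence. Read-out: % activation, ACh-normalized. Benchmarks: ACh EC20 and EC100 wells. Repeats: singlicate, one well per test compound.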
TAAR1 ag: human TAAR1 agonism. Q96RJ0. CHO RD-HGA16 TAAR1, Fluo-8 calcium fluorescence; vehicle wells 0%, saturating PEA agonist 100%. activation, % at 3 µM. 360,000 compounds, 0.99% hits;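 active = activation above the mean activation of all test compounds in the run plus 3 SD, cut at about 38% in these data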
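Assay system – CHO-derived RD-HGA16 cells with stable Gα16 and human TAAR1 · Compound dosing – one-point dosing at 3 µM (nominal) · Incubation – 17-24 h seeding, 75 min 37 °C dye, 30 min RT · Measured by – kinetic Fluo-8 calcium fluorescence · Control set – DMSO vehicle as 0%, PEA at EC100 as 100% · Repeats – single well for each compound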
CRFR2-BP antag: blocks CRF-induced signaling of the CRF-BP/CRF-R2 complex. HEK293 CRF-R2/CRF-BP, CRF-induced calcium fluorescence. 350,000 compounds, 0.59% hits. inhibition, % at 11.8 µM;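 active = inhibition of the ligand-induced calcium signal above about 50% at the single tested concentration, limit read from the data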
M5 antag: antagonists of human muscarinic M5 receptor (CHRM5) | CHO-hM5 cells, Fluo-8 calcium fluorescence, ACh EC80 | inhibition, % at 3 µM | P08912 | 360,000 compounds, 0.59% hits;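 active = inhibition above a per-plate cutoff, the mean of that plate's test compounds plus 3 SD, cut at about 27% in these data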;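 note: 0% = acetylcholine EC80 with DMSO and 100% = DMSO without agonist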
M4 PAM: CHRM4 positive allosteric modulation; CHO-K1 hM4/Gqi5, Fluo-8 calcium fluorescence, ACh EC20; 0% = ACh EC20, 100% = maximal ACh; activation, % at 3 µM; 360,000 compounds, 0.4% hits; P08173;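 active = activation above its plate's cutoff, the mean activation of sample wells plus 3 SD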; note: some results filed as inactive read as strong as hits
* marks the source's active call; other numbers are inactive results; x = no result given. Rows were taken by chance, and some 4.2% of all compounds hit somewhere here.

SMILES | TAAR1 antagonist | M5 ag | CRFR2-BP ag | M1 PAM parental | M5 PAM | TAAR1 ag | CRFR2-BP antag | M5 antag | M4 PAM
COc1ccccc1NC(=O)c1sc(NC(=O)c2ccco2)c(C#N)c1C | -2 | 2 | 0.9 | -3 | 5 | 4 | 19 | -1 | -3
CCOc1cccc(NC(=O)c2cnccc2C(F)(F)F)c1 | -6 | 1 | 0.5 | 21 | -2 | 0 | -11 | 7 | -7
O=C(NNc1c(Cl)cncc1Cl)c1sccc1Cl | -22 | 4 | -1.1 | -4 | 3 | 1 | -6 | 5 | -13
c1ccc(-c2csc3ncnc(N4CCN(Cc5ccc6c(c5)OCO6)CC4)c23)cc1 | -15 | -5 | 0.4 | 19 | -3 | 3 | -7 | 9 | -4
Cc1c(-c2cccc(NC(=O)c3cccs3)c2)nc2ncccn12 | 1 | 2 | -0.8 | 19 | -6 | 7 | 2 | 2 | 0
Cc1nnc(SC(C)C(=O)Nc2nccs2)s1 (centres undefined) | 2 | -2 | -0.2 | 16 | 9 | 3 | -12 | 1 | 4
CN(CC(=O)Nc1cccc(F)c1)C(=O)/C=C/c1cc(Br)ccc1OC(F)F | -28 | 3 | 2.3 | 10 | 3 | 0 | -3 | 1 | 0
Nn1c(SCc2ccccc2F)nnc1-c1cccnc1 | -31 | 1 | 3.9 | 15 | 15 | 0 | 1 | -13 | -3
Cc1noc(C)c1COC(=O)/C=C/c1ccccc1Cl | -39 | -5 | -3.6 | 8 | -16 | 0 | 0 | 16 | -16
O=S(=O)(O)c1nc2ccccc2n1CCOc1ccccc1 | 3 | -5 | 3.0 | 17 | -1 | 1 | 8 | 13 | 3
COc1cc(C=NC2CCCCC2)ccc1O | -28 | -1 | -3.4 | 7 | 0 | 9 | 1 | -3 | 1
COc1ccc(C(=O)/C=C/c2ccc(OC)c(COc3ccc(F)cc3)c2)cc1 | 26 | 2 | 8.9 | -4 | -3 | 9 | -20 | 0 | 9
CCCC12C(=O)C(C)(C(c3ccccc3)=C1c1ccccc1)C1C(=O)N(c3ccc(C)cc3)C(=O)C12 (centres undefined) | -19 | -1 | -0.3 | 11 | -1 | 11 | -2 | 8 | 17
CCOC(=O)N1CCN(S(=O)(=O)Cc2ccccc2)CC1 | 3 | -3 | -1.0 | 18 | -1 | 7 | -1 | 4 | 7
CC(C)Cn1c(-c2csc3c2CCCC3)n[nH]c1=S | x | -8 | -7.3 | -15 | -23 | x | 42 | 15 | -16
COc1ccc2cc(C(=O)C3CCCN(C(=O)CCc4ccccn4)C3)ccc2c1 (centres undefined) | 11 | 1 | -2.7 | 15 | -14 | 4 | 0 | 13 | -7
C[C@@H](C(=O)Nc1nc2ccc(F)cc2s1)N1C(=O)C2CC=CCC2C1=O (some centres undefined) | -10 | -3 | -2.3 | 15 | 2 | -2 | -109 | -1 | 2
O=C(CSc1cccc[n+]1[O-])NC1CCCCCCC1 | -5 | -3 | -3.1 | 20 | 2 | 1 | 26 | -2 | -5
COc1ccc2occ(C(=O)c3ccccc3)c2c1 | -28 | -5 | -1.9 | -11 | -5 | -2 | 5 | 8 | -8
Cc1nc2n(COCCO)cnn2c(=O)c1Br | 7 | -1 | 0.5 | 23 | -5 | 1 | 17 | -1 | 3
Cc1cccc(CSc2nc3ccncc3n2CC(=O)Nc2cc(C)cc(C)c2)c1 | -12 | 0 | -2.0 | -1 | -5 | 1 | -10 | 3 | 0
O=C(O)c1n[nH]c2c1CCCCC2 | 23 | 0 | 0.2 | 11 | 2 | 5 | -20 | -5 | 0
CCN(C[C@H]1N[C@@](C)(C(=O)OC)[C@H]2C(=O)N(C)C(=O)[C@@H]12)C(=O)COc1ccccc1 | -13 | 1 | -0.5 | -10 | -5 | 1 | -16 | -2 | 8
OCCC1CN(Cc2ccc(Oc3ncccn3)cc2)CCN1C1CCCCC1 (centres undefined) | 3 | -11 | 4.8 | 15 | 2 | 1 | 2 | 4 | -25
CCc1cc(CNC(=O)C2CCC(=O)N(Cc3ccc(Cl)cc3)C2)on1 (centres undefined) | -10 | -4 | -3.6 | 11 | 2 | 0 | 22 | -8 | 5

The results go on.
SMILES | TAAR1 antagonist | M5 ag | CRFR2-BP ag | M1 PAM parental | M5 PAM | TAAR1 ag | CRFR2-BP antag | M5 antag | M4 PAM
CCOc1cc(C=O)ccc1OCCn1c([N+](=O)[O-])cnc1C | 9 | -2 | -2.6 | -9 | 1 | -3 | -1 | 5 | -10
Nc1cc(N)nc(SCC(=O)NCc2ccco2)n1 | -17 | 0 | 3.1 | 0 | -1 | 6 | 5 | 10 | -1
O=C(COC(=O)c1cc(S(=O)(=O)N2CCOCC2)ccc1Cl)c1ccc[nH]1 | -2 | 2 | 1.4 | 14 | -3 | 2 | -18 | 3 | 1
Cc1ccc(NC(=O)c2cnccn2)c(Br)c1 | -13 | -1 | -2.1 | -1 | -6 | 1 | -6 | 0 | -2
CNC(=S)N(Cc1cc2ccc(OC)cc2[nH]c1=O)CC1CCCO1 (centres undefined) | 0 | 4 | -1.0 | -2 | 1 | 1 | -9 | 7 | 4
Cc1c(C#N)c(O)n(CCO)c(=O)c1N=Nc1ccccc1 | -12 | -1 | 0.1 | -5 | -19 | 1 | -14 | 20 | -13
COc1cc(CNCCNC(=O)c2cccs2)cc(OC)c1OC | -7 | -2 | -2.0 | 19 | 3 | 15 | 7 | 8 | 0
CC(=O)Nc1ccc(NC(=O)CSc2nc(=O)n(Cc3cccnc3)c3c2CCC3)cc1 | -7 | 0 | 0.0 | -15 | 3 | 1 | -2 | 2 | 6
CC1CCC(NC(=O)C2CCN(c3cnccn3)CC2)CC1 (centres undefined) | -12 | 0 | -1.0 | 18 | -1 | 12 | 2 | -3 | 2
CCCSc1ccc([C@H]2N[C@@](CC(C)C)(C(=O)OC)[C@H]3C(=O)N(CC)C(=O)[C@@H]23)cc1 | 19 | 1 | -1.3 | 10 | -1 | 13 | -2 | 7 | 5
O=C(CSc1nnc(-c2ccccc2)c(-c2ccccc2)n1)N1CCc2ccccc21 | 15 | 4 | 0.5 | -13 | -1 | -1 | 22 | 3 | 2
COCCNc1nc2nonc2nc1N(C)Cc1cccc2cnccc12 | -5 | -2 | 1.1 | -11 | -4 | 8 | 15 | 3 | -12
CCN1CCCC1CNC(=O)c1ccc2c(c1)NC(=O)/C(=C\c1ccccc1Cl)S2 (centres undefined) | 10 | -4 | 2.5 | 24 | -9 | 6 | -3 | 10 | -3
Cc1nc(C)c(C(=O)N(c2ccc(F)cc2)C(C(=O)NCC2CCCO2)c2ccccc2)s1 (centres undefined) | 5 | -3 | -0.2 | 4 | 5 | -1 | -10 | 1 | -8
O=C(NCCC1=CCCCC1)C1CCN(C(=O)c2ccc(Br)cc2)CC1 | 2 | 1 | 1.4 | 12 | 4 | 8 | -14 | -8 | 6
Cc1cc(C)nc(SCc2nc3nc(C)cc(C)n3c2Br)n1 | -1 | 1 | 0.0 | 14 | 2 | 2 | -3 | -4 | 11
Cc1nc(N=Nc2ccc(O)cc2)n[nH]1 | -21 | -2 | -0.7 | -10 | 2 | 2 | 0 | 7 | 4
Cc1cc(C)c(C#N)c(Sc2nnnn2-c2ccccc2)n1 | 10 | -4 | 6.2 | -11 | -5 | 0 | 14 | -2 | 2
COc1cc(C(=O)OCC(=O)NC(N)=O)cc(CN2C(=O)c3ccccc3C2=O)c1OC | -1 | -1 | -5.1 | -18 | -6 | 0 | -1 | 17 | -1
CCCOc1ccccc1C1CC(=O)NC(C)=C1C(=O)OCC(C)C (centres undefined) | -3 | -11 | 1.4 | 1 | -14 | 15 | -26 | -4 | -5
Cc1ccc(NC(=O)c2ccc(CN3CCc4ccccc4C3)cc2)cc1 | -2 | -13 | 9.9 | 18 | -3 | 11 | -29 | -6 | -4
O=C(NNC(=O)c1cccc(S(=O)(=O)N2CCCCC2)c1)c1ccccc1 | 4 | 3 | -0.2 | 14 | 1 | 1 | 103* | 9 | -1
CCOC(=O)c1ccc(NC(=O)[C@@H](NC(N)=O)C(C)C)cc1 | -11 | 4 | 0.8 | 7 | -2 | 6 | -35 | -6 | 11
O=S1(=O)C[C@@H]2N=C(N/N=C/c3ccccc3)S[C@@H]2C1 | -18 | 1 | 1.0 | -7 | -2 | 4 | -2 | 6 | 4
CC1CCCCN1C(=O)CSc1nc(C2CC2)nc2c1cnn2-c1ccccc1 (centres undefined) | -2 | -1 | 1.7 | 14 | -4 | 6 | -21 | 6 | 7

Record cards, as listed above. Order of screens: TAAR1 antagonist | M5 ag | CRFR2-BP ag | M1 PAM parental | M5 PAM | TAAR1 ag | CRFR2-BP antag | M5 antag | M4 PAM
Entry for `Cc1nc(C)c(C(=O)N(c2ccc(F)cc2)C(C(=O)NCC2CCCO2)c2ccccc2)s1` (centres undefined) → 5 | -3 | -0.2 | 4 | 5 | -1 | -10 | 1 | -8
Entry for `COCCNc1nc2nonc2nc1N(C)Cc1cccc2cnccc12` → -5 | -2 | 1.1 | -11 | -4 | 8 | 15 | 3 | -12
Entry for `Cc1cc(C)c(C#N)c(Sc2nnnn2-c2ccccc2)n1` → 10 | -4 | 6.2 | -11 | -5 | 0 | 14 | -2 | 2
Entry for `Cc1ccc(NC(=O)c2cnccn2)c(Br)c1` → -13 | -1 | -2.1 | -1 | -6 | 1 | -6 | 0 | -2

Going on with the list.
SMILES | TAAR1 antagonist | M5 ag | CRFR2-BP ag | M1 PAM parental | M5 PAM | TAAR1 ag | CRFR2-BP antag | M5 antag | M4 PAM
CCOCCCNC(=O)CCSc1ccc(C)cc1 | -11 | -1 | -0.8 | 4 | 1 | 5 | -1 | -3 | 2
CCOC(=O)c1c(NC(=O)C2=C(C)NC(=S)NC2c2ccc(F)cc2F)sc(C)c1C (centres undefined) | -12 | -4 | -0.1 | 21 | -9 | 11 | -27 | 9 | 4
CCOC(=O)C1CCCN(Cc2nc(N)nc(Nc3ccccc3)n2)C1 (centres undefined) | 30 | 10 | -0.9 | 0 | -5 | 17 | 16 | 2 | -1
O=C(CS(=O)(=O)c1ccccc1)NC1CCCCC1 | 0 | 4 | -2.0 | 4 | -13 | 1 | -1 | 18 | -13
CC(=O)N1CCCC1C(=O)O (centres undefined) | -19 | 0 | -3.2 | 8 | -3 | 7 | -13 | 2 | -4
C=C(C)CN=C1NN=C(c2cc(C)n(-c3ccc(C)cc3)c2C)CS1 | -13 | -5 | -0.2 | 4 | -7 | 1 | 22 | -5 | 3
Cc1ccc(Cn2c(C)c3cnn(CC(=O)NCc4ccccn4)c(=O)c3c2C)cc1 | -4 | 1 | -7.1 | 7 | -2 | 0 | -37 | -1 | -1
CCOc1nc2cnccc2n(CC(=O)Nc2c(C)cccc2CC)c1=O | -1 | -1 | -1.0 | 19 | 2 | 0 | 0 | 1 | -4

Compound activity from PubChem BioAssay.
